# Bioassay records as filed in PubChem BioAssay.
# MITF inh – inhibitors of human MITF. 650,000 compounds, 0.91% hits. AID 1259374. inhibition, % at 2.6 µM. O75030. AlphaScreen MITF homodimerization, bead proximity signal; in the data active means inhibition above about 50%;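 further: 0% = vehicle wells with protein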
# Target sequence (O75030 whole entry, looked up): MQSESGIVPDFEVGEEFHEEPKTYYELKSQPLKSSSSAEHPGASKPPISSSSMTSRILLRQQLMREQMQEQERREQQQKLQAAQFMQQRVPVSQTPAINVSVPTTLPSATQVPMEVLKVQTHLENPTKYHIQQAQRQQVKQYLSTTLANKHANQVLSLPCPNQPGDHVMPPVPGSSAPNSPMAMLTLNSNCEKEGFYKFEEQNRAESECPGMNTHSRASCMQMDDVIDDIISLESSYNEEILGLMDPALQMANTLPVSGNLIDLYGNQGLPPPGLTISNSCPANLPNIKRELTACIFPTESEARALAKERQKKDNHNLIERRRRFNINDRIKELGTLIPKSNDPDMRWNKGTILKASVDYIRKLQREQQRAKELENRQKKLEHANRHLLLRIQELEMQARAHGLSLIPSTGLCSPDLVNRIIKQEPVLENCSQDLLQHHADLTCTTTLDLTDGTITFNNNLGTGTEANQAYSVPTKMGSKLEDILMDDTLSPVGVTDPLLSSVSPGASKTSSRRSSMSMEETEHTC
# FBW7 activator – activators of human E3 ligase FBW7. Q969H0. AlphaScreen FBW7–phospho-cyclin E peptide binding, activator screen. normalized activity (activation), % at 26.1 µM. 650,000 compounds, 0.13% hits; in the data active means normalized activity above about 1.9%;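 further: purified mutant Fbw7 with reduced substrate affinity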
# TEAD-YAP inh – TEAD-YAP interaction inhibition | HEK-TIYL cells, TEAD-Gal4/YAP UAS-luciferase luminescence | inhibition, % at 9.12 µM | 640,000 compounds, 1.4% hits | AID 1259422; in the data active means inhibition above about 32%;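 further: 0% = median of test compound wells and 100% = reference inhibitor wells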
# GPR151 activ – activators of human GPR151; Q8TDV0; PathHunter beta-arrestin GPR151 cells, luminescence; activation, % at 11.2 µM; 650,000 compounds, 1% hits; in the data active means activation above about 4.9%;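 further: 0% = median of compound wells and 100% = cells with positive control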
# Target sequence (Q8TDV0 whole entry, looked up): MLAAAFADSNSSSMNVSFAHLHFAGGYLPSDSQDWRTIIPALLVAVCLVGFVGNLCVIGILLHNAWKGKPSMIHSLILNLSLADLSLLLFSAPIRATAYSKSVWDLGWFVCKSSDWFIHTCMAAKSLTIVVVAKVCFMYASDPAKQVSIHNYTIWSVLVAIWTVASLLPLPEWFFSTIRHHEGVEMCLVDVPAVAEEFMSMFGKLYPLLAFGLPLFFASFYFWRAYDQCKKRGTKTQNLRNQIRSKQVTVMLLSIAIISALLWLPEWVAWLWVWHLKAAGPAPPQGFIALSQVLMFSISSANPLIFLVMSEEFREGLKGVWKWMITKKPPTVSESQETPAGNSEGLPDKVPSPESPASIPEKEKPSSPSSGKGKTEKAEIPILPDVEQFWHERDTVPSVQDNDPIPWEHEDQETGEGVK
# Starred values were filed as active, the others as inactive; . = no result given. An unsorted share of the library; 3.4% or so of the library scored in one or more.
# Start of the data: the first 6 compounds (preview)
SMILES,MITF inh,FBW7 activator,TEAD-YAP inh,GPR151 activ
COCCCn1c(=O)[nH]c2ncc(-c3cccc(NC(C)=O)c3)nc21,17.4,-0.4,5.3,-0.2
O=C(Nc1nc2ccccc2s1)c1cc([N+](=O)[O-])ccc1Br,-10.3,-0.1,21.2,-0.3
C=CCn1c(=O)c2c(nc3n(-c4ccccc4)c(C)c(C)n23)n(C)c1=O,-1.6,0.1,10.1,2.0
COc1ccc(-c2c3c(nc4sc(C(=O)C56CC7CC(CC(C7)C5)C6)c(N)c24)CCC3)cc1,3.8,0.0,-2.8,0.1
COc1cc(NC(=O)c2cccc(-n3cc(NC(=O)Cc4ccncc4)cn3)c2)cc(OC)c1OC,10.0,0.0,0.7,0.0
Cc1ccc2[nH]c(C)c(CCNC(=O)c3cccc([N+](=O)[O-])c3)c2c1,74.5*,-0.1,13.8,-0.1

# All compounds of this part, repeating the preview:
SMILES,MITF inh,FBW7 activator,TEAD-YAP inh,GPR151 activ
COCCCn1c(=O)[nH]c2ncc(-c3cccc(NC(C)=O)c3)nc21,17.4,-0.4,5.3,-0.2
O=C(Nc1nc2ccccc2s1)c1cc([N+](=O)[O-])ccc1Br,-10.3,-0.1,21.2,-0.3
C=CCn1c(=O)c2c(nc3n(-c4ccccc4)c(C)c(C)n23)n(C)c1=O,-1.6,0.1,10.1,2.0
COc1ccc(-c2c3c(nc4sc(C(=O)C56CC7CC(CC(C7)C5)C6)c(N)c24)CCC3)cc1,3.8,0.0,-2.8,0.1
COc1cc(NC(=O)c2cccc(-n3cc(NC(=O)Cc4ccncc4)cn3)c2)cc(OC)c1OC,10.0,0.0,0.7,0.0
Cc1ccc2[nH]c(C)c(CCNC(=O)c3cccc([N+](=O)[O-])c3)c2c1,74.5*,-0.1,13.8,-0.1
OC1CCC(Nc2nc(Nc3ccccc3)c3ncn(-c4ccccc4)c3n2)CC1 (centres undefined),-3.2,0.0,-4.7,2.1
O=C(Cn1nc(-c2ccoc2)oc1=O)NC1CCCCC1,0.6,0.0,-4.3,-0.8
COc1ccccc1NC(=O)CCc1c(C)nc2nc(CN)nn2c1C,-1.3,0.1,1.6,-0.4
CCN(Cc1ccccc1)C(=O)c1cc(OC)c(OC)c(OC)c1,9.5,0.0,4.8,-0.5
O=C(CSc1ccc2nc(-c3ccccc3)cn2n1)Nc1ccccc1,6.9,0.4,-69.7,-4.1
COc1ccc(C2(NC(C)=O)CCN(C(C)=O)CC2)cc1,-0.1,-0.1,-2.9,-0.5
COc1ccc(N(CC(=O)O)S(=O)(=O)c2cccnc2)cc1,0.4,-0.2,1.7,0.2
CCCCN(C)S(=O)(=O)c1ccc2c(c1)CCN2C(=O)C1CCC1,3.9,0.2,-27.3,0.7
CC(C)[C@H](Cn1nc(C2CC2)ccc1=O)NC(=O)c1cnn2cccnc12,-4.8,0.0,-2.8,-0.2
CN1CCCN(C(=S)Nc2ccccc2)CC1,10.3,0.2,-0.5,-0.1
COc1ccccc1NC(=O)COc1ccc(Br)cc1C=O,8.3,0.1,2.0,-1.3
COc1ccc(CCNC(=O)CCC(=O)Nc2nc(-c3cc4cccc(OC)c4oc3=O)cs2)cc1OC,-4.3,0.2,-30.7,-1.1
COc1ccc2[nH]c(C)c(CCNS(=O)(=O)c3cc([N+](=O)[O-])ccc3C)c2c1,9.1,0.0,11.3,-0.5
CCOC(=O)Cc1ccc(N(Cc2cccs2)S(=O)(=O)c2cccc(C(F)(F)F)c2)cc1,-5.2,-0.1,4.4,-0.6

# Whole records, looked up by structure. Order of screens: MITF inh | FBW7 activator | TEAD-YAP inh | GPR151 activ
# Shown for CCN(Cc1ccccc1)C(=O)c1cc(OC)c(OC)c(OC)c1 : 9.5 | 0.0 | 4.8 | -0.5
# Shown for COc1ccccc1NC(=O)COc1ccc(Br)cc1C=O : 8.3 | 0.1 | 2.0 | -1.3
# Shown for CC(C)[C@H](Cn1nc(C2CC2)ccc1=O)NC(=O)c1cnn2cccnc12 : -4.8 | 0.0 | -2.8 | -0.2

# (cont.)
SMILES,MITF inh,FBW7 activator,TEAD-YAP inh,GPR151 activ
COc1ccc(C(=O)N2CCC3(CC2)CC(=O)c2ccccc2O3)cc1,10.8,-0.1,2.5,-0.5
O=S(=O)(NCCc1csc2nc(-c3ccc(F)cc3)nn12)c1cc(F)ccc1F,10.1,0.1,5.5,1.1
Cc1cc(C)c2cc(C#N)c(N3CCCNCC3)nc2c1,-11.9,0.3,-5.7,0.8
Cc1ccc(-c2nnn(CC(=O)c3ccc4c(c3)OCCO4)n2)o1,-1.8,-0.1,-7.1,1.6
Cc1ccc(-c2cc(-c3ccco3)c3c(N)c(C(N)=O)sc3n2)cc1,3.5,0.0,1.4,1.5
Cc1ccc(C(=O)Nc2ccc3nc(SCc4ccc(Br)cc4)sc3c2)cc1,23.4,0.6,-8.0,-1.1
Cc1nc(N2CCCCC2)c2c(C)c(C(=O)NC(C)C)sc2n1,2.4,0.5,10.4,0.0
O=[N+]([O-])c1cccc(Nc2c([N+](=O)[O-])ccc3nonc23)c1,-4.5,-0.1,-6.7,2.9
O=C(Nc1csc(-c2ccncc2)c1)[C@H]1CNC[C@@H]1c1ccccc1,-1.6,0.1,12.6,1.9
O=[N+]([O-])c1ccccc1OCC(O)Cn1cnc2ccccc21 (centres undefined),-0.2,0.0,-71.3,-0.4
O=C(c1nn2c(C(F)(F)F)cc(-c3ccc(Br)cc3)nc2c1Cl)N1CCCc2ccccc21,-1.4,0.0,0.0,-1.1
CCN(CC)c1ccc(/C=N/NC(=O)c2ccc(O)cc2O)cc1,5.3,0.4,73.8*,6.0*
CC(=O)NNC(=O)CSc1nc(C2CCCCC2)nc2sc(C)c(C)c12,-19.0,-0.3,0.3,2.2
Cc1ccc(-c2noc(CCC(=O)N(C)c3ccccc3F)n2)cc1,-5.7,0.1,7.0,0.9
O=C(c1ccccc1)c1cc(Cl)ccc1NS(=O)(=O)c1ccc([N+](=O)[O-])cc1,-1.5,0.0,2.6,-0.4
Clc1cccc(-n2nnnc2C(c2ccccc2Cl)N2CCCCC2)c1 (centres undefined),-2.8,0.0,3.6,2.7
Cc1cc(I)ccc1N1C(=O)C2C3C=CC(CC3)C2C1=O (centres undefined),14.7,0.0,-2.3,0.7
COc1ccccc1OCC(O)CN1CCNCC1 (centres undefined),-3.8,0.1,2.6,0.7
C/C(=C/C(=O)C(F)(F)F)NCC(c1cccs1)N1CCOCC1 (centres undefined),-2.3,-0.1,-3.6,-1.0
Cc1cc(=O)oc2cc(OCC(=O)OCC(=O)N3CC(=O)Nc4ccccc43)ccc12,-8.3,0.1,-1.5,-0.6
CCOC(=O)c1c(NC(=O)CSc2nnc3c4ccccc4n(CC)c3n2)sc2c1CCC2,-3.1,-0.1,-16.2,-0.1
COC(=O)c1ccc(NC(=O)CSc2nnc(NC(=O)CSc3nnc(N)s3)s2)cc1,-1.8,0.0,7.6,-0.3
Cc1cn2cc(CNC(=O)c3ccc(CN4CCCCC4C)[nH]c3=O)nc2s1 (centres undefined),3.4,-0.1,-3.4,1.5
O=C(OCC1CCS(=O)(=O)C1)c1cc([N+](=O)[O-])cc([N+](=O)[O-])c1 (centres undefined),-74.5,-0.2,2.2,-0.7
CCOc1ccc(C2c3c(-c4ccccc4O)n[nH]c3C(=O)N2CC2CCCO2)cc1OC (centres undefined),-6.8,-0.1,-8.7,1.6
CCCCn1c(C)cn2c3c(=O)n(Cc4cccc(Cl)c4)c(=O)n(C)c3nc12,-4.8,0.1,11.5,0.8
COc1ccc(C2(c3ccc(F)cc3)CCCCC2)cc1,9.4,0.4,0.7,2.1
COc1ccc(C(=O)NCC(=O)OCC(=O)c2ccc3c(c2)NC(=O)CO3)cc1OC,5.4,-0.1,2.9,-0.3
O=C(NCc1cccnc1)c1sc2ccccc2c1Cl,-4.9,-0.1,-4.2,1.9
O=C(CCc1ccccc1)Oc1ccccc1F,-16.5,0.2,2.6,-0.9
CCc1ccc(S(=O)(=O)N2CCCC(C(=O)c3ccc(OC)c(OC)c3)C2)s1 (centres undefined),5.0,0.0,-6.7,0.1
C=CCSc1nc(C)c(CC(=C)C)c(=O)[nH]1,14.6,0.9,-3.0,0.6
O=C(Nc1ncc(Cc2ccc(F)cc2)s1)C(Cl)Cl,7.7,-0.1,7.0,2.5
COc1ccc(CC(=O)NCCSc2c(C)[nH]c3ccccc23)cc1OC,1.4,0.0,-14.5,0.1
CNC(=O)CSc1nnc(-c2ccco2)n1-c1cccc(C)c1,16.6,0.2,-2.3,-1.7
CCc1ccc(C(=O)COC(=O)CNC(=O)CNC(=O)Cc2ccccc2)cc1,15.0,0.2,-4.1,0.7
Cc1ccc(NC(=O)C2C3C=CC4(O3)C2C(=O)N(CCCN2CCCCC2)C4C(=O)NC2CCCC(C)C2C)cc1C (centres undefined),0.9,0.5,-11.3,-1.7
Cc1cc(C)n(C(=O)COc2ccccc2F)n1,11.8,0.5,-8.6,-1.1
O=C(N1CCOCC1)N1CCN(c2ccc(Cl)c(Cl)c2)CC1,4.0,-0.4,-7.9,-0.2
CCOc1ccccc1C(=O)OC(C)C(=O)Nc1ccc([N+](=O)[O-])cc1C(F)(F)F (centres undefined),14.4,0.9,5.2,0.1
c1cncc(CNc2nc(Nc3ccc4c(c3)OCO4)c3[nH]cnc3n2)c1,2.2,-0.3,-8.2,0.0
COc1ccc(C(=O)N2CCN(Cc3ccccc3[N+](=O)[O-])CC2)cc1,53.9*,0.3,7.5,-1.4
O=C1CSC(c2ccc(Cl)cc2)N1c1ccc(O)cc1 (centres undefined),-7.4,0.3,0.7,-0.4
CCOC(=O)c1sc2nc(SCc3ccccc3F)n(CCc3ccccc3)c(=O)c2c1C,4.0,0.0,3.3,2.4
O=[N+]([O-])c1cccc(C=C(c2nnnn2-c2ccccc2)c2nnnn2-c2ccccc2)c1,20.9,0.0,16.8,0.0
O=C(COc1ccccc1Cl)Nc1cccc(I)c1,9.2,0.1,-64.3,-1.0
COc1ccccc1-c1nnc(NC(=O)CSC2=NCCS2)s1,4.1,0.0,-7.2,5.6*
O=C(O)c1ccc2nc(-c3ccc(F)cc3)cn2c1,1.5,0.0,-77.6,-12.0
COc1cccc(OCc2ccc(C(=O)O)o2)c1,-11.1,0.0,-15.7,-3.2
CCOC(=O)COc1ccc2c(=O)c(-c3ccc(Cl)cc3)coc2c1,-14.7,0.1,-0.6,-0.4
CCOc1ccc(C2Oc3c(Cl)cc(Cl)cc3C=C2[N+](=O)[O-])cc1OCC (centres undefined),24.1,0.1,64.4*,0.0
CC(=O)Nc1ccc(CN2CCN(CC=C(C)C)C(CCO)C2)cc1 (centres undefined),-4.1,-0.1,3.5,1.2
Cc1nn(C(C)C(=O)NCC2CCCO2)c(C)c1[N+](=O)[O-] (centres undefined),-7.3,-0.1,7.1,-1.6
COc1ccc(Nc2nc(-c3ccc(OC(C)=O)cc3)cs2)cc1,15.3,1.6,7.1,-1.2
Cc1ccc(-n2nc3c(c2NC(=O)CC(C)C)CS(=O)(=O)C3)c(C)c1,9.7,0.1,-6.4,-0.5
COc1cc(-c2ccc(NC(=O)C3CCCO3)c(OC)c2)ccc1NC(=O)C1CCCO1 (centres undefined),-4.2,-0.3,-7.1,3.8
CCc1cccc2cc3c(N)c(C(=O)OC)sc3nc12,16.3,0.5,-18.4,0.0
CC(=O)C(C(=O)N(C)C)n1cnc2c(cnn2-c2ccc(F)cc2)c1=O (centres undefined),5.2,0.0,-2.9,1.2
O=C(N/N=C/c1cc2c(cc1Br)OCO2)c1ccncc1,-8.2,0.1,11.5,-1.0
COc1cc2c(cc1OC)C(COc1ccccc1OC)N(C(=O)c1c(F)cccc1Cl)CC2 (centres undefined),-1.9,-0.2,-2.7,-0.5

# (cont.)
SMILES,MITF inh,FBW7 activator,TEAD-YAP inh,GPR151 activ
Cc1cccc(C)c1-n1c(SCc2ccccc2F)nc2c(sc(=S)n2CCc2ccccc2)c1=O,-13.2,-0.1,-5.3,1.0
O=C(N/C(=C/c1ccc2c(c1)OCO2)C(=O)N1CCCCC1)c1ccccc1,11.7,0.3,-11.3,0.7
COc1ccccc1NC(C)C(=O)N/N=C/c1cccc(OC)c1O (centres undefined),21.5,-0.1,16.3,0.5
CN(Cc1cnn(C)c1)C(=O)c1ccc(OC2CCN(CCc3ccccc3)CC2)cc1,8.6,0.1,8.2,1.0
CC1=C(C(=O)Nc2cccc(C)c2C)C(c2ccc(N(C)C)cc2)NC(=S)N1 (centres undefined),6.3,-0.3,6.4,0.8
COc1ccccc1-n1c(C)c(C(=O)O)c2cc(OC)c3ccccc3c21,-1.6,0.2,7.8,-0.4
Clc1ccc(-c2noc(C3CCCO3)n2)cc1 (centres undefined),0.1,0.5,-44.9,0.6
Cc1ccc(-n2c(SCC(=O)NCc3ccco3)nc3n[nH]c(C)c3c2=N)cc1Cl,-3.0,0.1,-4.6,0.6
CCC(C)Oc1ccc(/C=C2/NC(=O)N(Cc3ccccc3F)C2=O)cc1 (centres undefined),4.3,-0.1,5.3,0.3
CCCCCCCC(=O)NNC(=O)c1cccc(C)c1,-3.1,0.4,2.9,2.1
Cc1nc(N=Nc2cc(S(=O)(=O)O)ccc2S(=O)(=O)O)c(COP(=O)(O)O)c(C=O)c1O,23.1,-0.3,.,-1.0
CSc1nc(NN)c2c3c(oc2n1)CSC(C)(C)C3,-2.7,0.1,2.2,1.0

# Retrieved by structure from the list above:
SMILES,MITF inh,FBW7 activator,TEAD-YAP inh,GPR151 activ
Cc1nc(N=Nc2cc(S(=O)(=O)O)ccc2S(=O)(=O)O)c(COP(=O)(O)O)c(C=O)c1O,23.1,-0.3,.,-1.0
Cc1cccc(C)c1-n1c(SCc2ccccc2F)nc2c(sc(=S)n2CCc2ccccc2)c1=O,-13.2,-0.1,-5.3,1.0
